Compound activity deposited in PubChem by several laboratories.
PLK1 inh: human PLK1 kinase inhibitors, primary screen, biochemical, TR-FRET. actives 0.53% (n = 97,000). AID 619, 2007. recombinant PLK1 kinase, TR-FRET peptide phosphorylation. inhibition, % at 10 µM. Serine/threonine-protein kinase PLK1 (Homo sapiens), P53350;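 active means inhibition of 50% or more in the single-concentration screen; inactive means inhibition below 50%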;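 further: 0% = DMSO max control and 100% = H-89 dihydrochloride min control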
Plk1 PBD FP: Plk1 polo box domain binding inhibitors, primary screen, biochemical, fluorescence polarization. inhibition, %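 (tested at about 20 µM)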. Plk1 PBD phosphopeptide binding. actives 0.13% (n = 97,000); in the data active means inhibition above about 34%, passing the limit was not always enough
CYP2C19 act: human CYP2C19 activators, primary screen, biochemical, luminescence; Cytochrome P450 2C19 (Homo sapiens), P33261; activation factor at 5 µM; 96,000 tested, under 10 active; recombinant CYP2C19, luciferin-H EGE luminescence; active compounds read high; 0 = fully inhibited enzyme, 1 = untreated enzyme;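 active means activation factor of at least 2 at 5 µM in the primary screen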;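 further: 0 = wells with 2.5 mM tranylcypromine and 1 = vehicle-only wells; values of inactives mirror those of a sister screen read the other way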
Rev-RRE block: HIV-1 Rev-RRE binding inhibitors, primary screen, biochemical, FRET, protein-RNA interaction; AID 704, 2007; P05866; Rev peptide-RRE RNA binding; inhibition, % at 8 µM; actives 0.79% (n = 97,000);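 active means inhibition above the screen-wide mean plus 3 SD, cut at about 35% in these data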;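 further: 0% = median DMSO wells and 100% = median Neomycin B control wells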
Target sequence (P05866 whole entry, looked up): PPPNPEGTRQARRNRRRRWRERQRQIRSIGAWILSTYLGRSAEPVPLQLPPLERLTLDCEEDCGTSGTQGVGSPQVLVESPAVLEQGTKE
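Assay system: Labelled RRE RNA duplex and labelled Rev peptide | Times: 5 min preincubation and 15 min binding, 25 °C | Detection: FRET, ex 480 nm, em 540 and 671 nm | Evaluation: % inhibition of FRET ratio versus controls | Benchmarks: DMSO wells as 0% and neomycin B wells as 100% inhibition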
CYP2C9 inhib: blockers of cytochrome P450 2C9 activity – biochemical, luminescence, ADME assay, primary screen | AID 777, 2007 | P11712 | CYP2C9 Supersomes, luciferin-H conversion | inhibition, % at 5 µM | actives 20% (n = 96,000);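 active means blocking of liver enzyme CYP2C9 beyond about 50% at 5 µM, limit read from the data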; further: values of inactives mirror those of a sister screen read the other way
CYP2C9 activ: human CYP2C9 activators, primary screen, biochemical, luminescence; Cytochrome P450 2C9 (Homo sapiens), P11712; recombinant CYP2C9, luciferin-H conversion; active compounds read high; factor 1 = untreated enzyme, 0 = blocked; activation factor at 5 µM; actives 1.4% (n = 96,000); AID 1024, 2008;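 active means activation factor of 2 or more for CYP2C9 at a 5 µM dose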;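 further: 0 = sulfaphenazole-blocked wells and 1 = vehicle-only wells; values of inactives mirror those of a sister screen read the other way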
PLAP act: PLAP enzyme activators, biochemical, luminescence, HTS; activation fold at 20 µM; actives 1.2% (n = 96,000); AID 696, 2007; purified PLAP enzyme, luminescent substrate read-out; active compounds read high; in the data active means activation fold above about 2
CYP2C19 inhib: blockers of cytochrome P450 2C19 activity – biochemical, luminescence, ADME assay, primary screen | CYP2C19 Supersomes, luciferin-H EGE luminescence, 30 min | inhibition, % at 5 µM | actives 21% (n = 96,000) | P33261;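 active means CYP2C19 inhibition above a set limit at 5 µM in the primary screen, cut at about 50% in these data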;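 further: plate controls were negative control wells for no effect and 2.5 mM tranylcypromine positive control for full effect; values of inactives mirror those of a sister screen read the other way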
EphB4 ephrin blk: EphB4-ephrin-B2 interaction antagonists, primary screen, biochemical, TNYL-RAW peptide probe, fluorescence polarization; Ephrin type-B receptor 4 (Homo sapiens), P54760; EphB4 LBD / TNYL-RAW-Alexa532 peptide; inhibition, % at 7 µM; actives 0.15% (n = 97,000); AID 720, 2007;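 active means inhibition above the screen-wide mean inhibition plus 3 SD, cut at about 15% in these data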;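 further: 0% = DMSO wells and 100% = excess unlabeled TNYL-RAW peptide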
Target sequence (P54760 whole entry, looked up, the tested form may be a part): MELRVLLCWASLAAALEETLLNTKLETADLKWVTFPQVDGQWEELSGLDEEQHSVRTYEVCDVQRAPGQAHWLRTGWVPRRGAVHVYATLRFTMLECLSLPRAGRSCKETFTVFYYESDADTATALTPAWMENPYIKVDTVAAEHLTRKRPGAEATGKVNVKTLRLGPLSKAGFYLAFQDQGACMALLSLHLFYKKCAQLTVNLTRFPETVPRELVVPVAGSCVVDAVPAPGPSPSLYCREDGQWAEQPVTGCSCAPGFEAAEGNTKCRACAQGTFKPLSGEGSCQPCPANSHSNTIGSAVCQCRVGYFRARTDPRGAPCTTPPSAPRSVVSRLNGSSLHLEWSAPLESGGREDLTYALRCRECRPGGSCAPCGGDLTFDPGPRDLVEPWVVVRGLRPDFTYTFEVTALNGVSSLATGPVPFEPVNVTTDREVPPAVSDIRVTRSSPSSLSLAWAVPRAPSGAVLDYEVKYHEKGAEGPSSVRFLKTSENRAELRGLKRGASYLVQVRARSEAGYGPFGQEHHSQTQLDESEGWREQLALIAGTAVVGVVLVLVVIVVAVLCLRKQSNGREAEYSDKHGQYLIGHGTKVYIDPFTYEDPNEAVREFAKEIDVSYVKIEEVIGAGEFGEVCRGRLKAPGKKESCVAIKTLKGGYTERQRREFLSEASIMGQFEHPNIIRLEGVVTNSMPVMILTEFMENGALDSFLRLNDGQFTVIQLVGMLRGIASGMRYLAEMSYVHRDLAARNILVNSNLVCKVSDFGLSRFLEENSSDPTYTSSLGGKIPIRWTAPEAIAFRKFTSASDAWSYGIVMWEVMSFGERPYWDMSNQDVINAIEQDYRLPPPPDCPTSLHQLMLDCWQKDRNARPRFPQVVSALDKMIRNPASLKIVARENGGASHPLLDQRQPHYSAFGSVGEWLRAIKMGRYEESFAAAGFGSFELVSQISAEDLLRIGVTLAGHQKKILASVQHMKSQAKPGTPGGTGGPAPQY
Starred values were filed as active, the others as inactive; nt = no result given.

SMILES	PLK1 inh	Plk1 PBD FP	CYP2C19 act	Rev-RRE block	CYP2C9 inhib	CYP2C9 activ	PLAP act	CYP2C19 inhib	EphB4 ephrin blk
O=C(Cn1cccc1C(=O)c1ccccc1)NCCN1CCOCC1	1	9	nt	5	nt	nt	nt	nt	0
CC(C)c1[nH]nc2c1C(C(C)C)C(C#N)=C(N)O2 (stereo unspecified)	-8	10	0.4	4	-11	1.1	0.8	59*	8
CCOC(=O)C1CCN(c2c(NCCN3CCN(c4ccccc4)CC3)c(=O)c2=O)CC1	5	-11	1	0	-4	1	1.1	-1	-2
COC(=O)c1[nH]c2cccc(Cl)c2c1NC(=O)CN1CCCCC1C (stereo unspecified)	2	-3	0.7	4	19	0.8	1.5	27	0
COC(=O)c1ccc(CSc2nc3c(cnn3-c3ccc(C)c(C)c3)c(=O)[nH]2)o1	-3	-2	nt	4	nt	nt	nt	nt	-6
COC(=O)c1cccc(S(=O)(=O)N2CCC(NC(=O)NC34CC5CC(CC(C5)C3)C4)CC2)c1	-2	-3	0.8	5	3	1	1.1	17	3
CC1(C)NC(=O)N(CCCCOc2ccc3ccccc3c2Cl)C1=O	4	-4	0	13	-24	1.2	1.9	95*	-1
Cc1ccc(Sc2nc(-c3ccccc3)nnc2C(F)(F)F)cc1	-13	-2	1.1	4	23	0.8	0.7	-8	-1
CCN(CC)C(c1ccc(C)cc1)c1nnnn1C1CCCCC1 (stereo unspecified)	-7	-7	0.1	5	78*	0.2	1.5	95*	-3
COc1ccc(CCNC(=O)Cn2nnc(-c3cccs3)n2)cc1OC	-6	6	0.8	7	56*	0.4	0.9	20	4
CCNc1nc(C)nc2c1oc1ccccc12	6	-6	1	7	-4	1	0.9	-3	4
CCOC(=O)C1=C(c2ccccc2)OC(N)=C(C#N)C1c1cccs1 (stereo unspecified)	-10	-26	0.9	17	12	0.9	1.3	6	2
C/C(=C1/SC(N2CCOCC2)=NC1=O)c1ccc(Cl)cc1	-4	22	0.9	4	20	0.8	1	10	-8
Cc1cccc(NC(=O)CSc2nnc(-c3ccco3)o2)c1	-21	-12	1.1	9	29	0.7	2*	-8	-1
Cc1nc2c3ccccc3[nH]c(=O)n2n1	-4	16	nt	6	nt	nt	nt	nt	2
Cc1noc(C)c1CSc1nc2[nH]ncc2c(=O)n1-c1ccccc1	5	-20	nt	6	nt	nt	nt	nt	3
Cn1c(SCCOc2cccc(Cl)c2)nnc1-c1ccncc1	18	15	0.1	4	21	0.8	1.2	92*	-12
COc1ccc(-n2c(SCC(=O)N3CCCCC3C)nnc2-c2cccnc2)cc1 (stereo unspecified)	-1	7	0.6	4	43	0.6	1.6	42	5
O=C(CS(=O)(=O)Cc1ccccc1)Nc1cccnc1	1	3	0.9	3	-3	1	0.8	7	4
Cc1ccc(NC(=O)COC(=O)Cn2c(C)csc2=O)cc1	-22	-15	0.6	-1	10	0.9	1.1	42	-8
CCc1ccc(-c2cc(C(=O)N3N=C(C(F)F)CC3(O)C(F)F)c3ccccc3n2)cc1 (stereo unspecified)	-6	-13	0.8	15	78*	0.2	1.3	22	8
COc1ccc(/C=N/Nc2ccccc2)cc1Cn1nc(C)c([N+](=O)[O-])c1C	3	24	0.3	-5	50*	0.5	1.1	72*	-9
Cc1cccc(OC(C)c2ccnc3nc(/N=C/N(C)C)nn23)c1 (stereo unspecified)	-13	-20	0.9	3	12	0.9	1	6	7
CN1C(=O)C(O)(CC(=O)c2cccc(-n3cccc3)c2)c2ccccc21 (stereo unspecified)	-10	16	0.9	1	9	0.9	1.1	12	-4
CC(=O)c1sc(N)c(C(=O)OC(C)C)c1C	2	-19	0.2	3	45	0.6	1	80*	8
CCCOCC(O)COc1ccccc1C(=O)N1CCOCC1 (stereo unspecified)	-12	3	0.6	3	-7	1.1	1.1	39	-2
COc1ccc(CNC(=O)/C=C/c2ccc(OCCCF)cc2)cc1OC	-11	2	0.8	5	-4	1	1.3	19	7
O=C(CN(CC1CCCO1)C(=O)CNS(=O)(=O)c1ccccc1)NCc1ccccc1 (stereo unspecified)	-10	4	1	2	2	1	0.9	4	-1
N#Cc1c(N2CCN(C(=O)c3ccco3)CC2)nc(-c2ccccc2)c2c1CCCC2	1	-4	0.1	5	86*	0.1	1.5	88*	7
CC(NC(=O)C(=O)NN=C1CCCCCCCCCCC1)c1ccccc1 (stereo unspecified)	-11	-14	0.9	3	-3	1	1	14	9
CCn1c(=O)c(C(=O)Nc2cccnc2)c(O)c2ccccc21	-10	-1	nt	9	nt	nt	nt	nt	3
O=c1oc2ccccc2c(O)c1C=NCc1ccccn1	-9	1	0.5	6	35	0.6	2.1*	46	6
Cc1ccc(-n2c(N)c(C#N)c(-c3ccc(Cl)cc3)c(C#N)c2=O)cc1	-4	-6	0.9	4	2	1	1.1	5	-12
O=C(O)C1CCCCC1C(=O)Nc1nc(-c2cccs2)cs1 (stereo unspecified)	-15	-13	1.2	4	1	1	1	-18	-4
COc1ccc(S(=O)(=O)N2CCCC2)c(C)c1C	nt	nt	0.3	nt	-147	2.5*	0.9	72*	nt
Cc1ccc(Nc2nc3c([nH]2)c(=O)[nH]c(=O)n3C)cc1	-4	-37	1	8	-3	1	0.8	-3	8
CCc1ccc(OCCCC(=O)O)c(Br)c1	0	16	0.9	10	38	0.6	1.3	14	6
O=C(NC1CCCCC1NC(=O)c1cccs1)c1cccs1 (stereo unspecified)	-4	14	1.2	2	-27	1.3	1.1	-24	-3
CC(CN1CCCCC1)OC(=O)C(C)(c1ccccc1)c1ccccc1 (stereo unspecified)	-10	-22	0.5	4	68*	0.3	1.8	54*	-1
O=C1C(=O)N(CCN2CCOCC2)C(c2ccccn2)/C1=C(/O)c1ccc(F)cc1 (stereo unspecified)	-1	8	1.1	1	0	1	1.5	-9	0
CCCN(CCC)S(=O)(=O)c1ccc(NC(=O)COc2ccccc2)cc1	0	3	0.1	14	99*	0	1.2	87*	-2
COc1ccc(C(=O)Nc2cc(OC)nc(OC)n2)cc1	15	10	nt	1	nt	nt	nt	nt	0
O=C(Nc1ccc2oc(-c3ccccc3F)nc2c1)c1ncn[nH]1	-8	-15	0.7	1	21	0.8	nt	31	4
Cc1cc(C(=O)O)c(C)n1-c1ccccc1	-12	1	0.8	0	65*	0.4	0.9	22	6
COc1ccc(/C=N/NC(=O)c2ccc(COc3ccccc3Cl)o2)cc1	-15	12	0.6	-1	50	0.5	0.9	35	-2
COC(=O)COc1ccc(S(=O)(=O)Nc2ccc3c(c2)OCO3)cc1	0	-7	0	5	93*	0.1	1	99*	1
CCOC(=O)NCc1cc(-c2nn(C)c(=O)c3ccccc23)ccc1C	-5	-8	0.3	12	78*	0.2	1.5	69*	2
Cc1ccc2nc(CCc3nc4ccc(C)cc4o3)oc2c1	-9	-12	0.9	3	1	1	0.8	8	8

As entered above.
`Cc1ccc2nc(CCc3nc4ccc(C)cc4o3)oc2c1` in EphB4 ephrin blk = 8
`O=C(Nc1ccc2oc(-c3ccccc3F)nc2c1)c1ncn[nH]1` in CYP2C9 inhib = 21

Sorted by the number under CYP2C19 act (low to high): some entries from above.
SMILES	PLK1 inh	Plk1 PBD FP	CYP2C19 act	Rev-RRE block	CYP2C9 inhib	CYP2C9 activ	PLAP act	CYP2C19 inhib	EphB4 ephrin blk
CCCN(CCC)S(=O)(=O)c1ccc(NC(=O)COc2ccccc2)cc1	0	3	0.1	14	99*	0	1.2	87*	-2
CCOC(=O)NCc1cc(-c2nn(C)c(=O)c3ccccc23)ccc1C	-5	-8	0.3	12	78*	0.2	1.5	69*	2
Cc1cc(C(=O)O)c(C)n1-c1ccccc1	-12	1	0.8	0	65*	0.4	0.9	22	6
O=C1C(=O)N(CCN2CCOCC2)C(c2ccccn2)/C1=C(/O)c1ccc(F)cc1 (stereo unspecified)	-1	8	1.1	1	0	1	1.5	-9	0
O=C(NC1CCCCC1NC(=O)c1cccs1)c1cccs1 (stereo unspecified)	-4	14	1.2	2	-27	1.3	1.1	-24	-3

(continued)
SMILES	PLK1 inh	Plk1 PBD FP	CYP2C19 act	Rev-RRE block	CYP2C9 inhib	CYP2C9 activ	PLAP act	CYP2C19 inhib	EphB4 ephrin blk
O=C(NCc1cc(C(F)(F)F)cc(C(F)(F)F)c1)C12CN(Cc3ccccc3)CC1C(c1cccc([N+](=O)[O-])c1)=NO2 (stereo unspecified)	-8	-30	0.7	13	36	0.6	1.1	26	2
CCN1C(=O)/C(=C\N2CCN(C)CC2)SC1=S	-10	30	0.9	3	7	0.9	0.9	7	-3
CC(=O)Oc1ccc2c(c1)c(C(C)=O)c(C)n2C	-11	-18	0.9	7	6	0.9	0.9	8	6
Cc1ccc(C(=O)N/C(=C\c2ccc(-c3cc(Cl)ccc3Cl)o2)C(=O)NCc2cccnc2)cc1	9	2	nt	-2	nt	nt	nt	nt	-4
CCOC(=O)c1c(-c2cccc(C)c2)csc1NC(=O)C1CC=CCC1C(=O)O (stereo unspecified)	-12	-11	1	-1	1	1	1.2	0	-3
Cc1ccc(-c2nc(C3CCCN(S(=O)(=O)c4ccc(C(C)(C)C)cc4)C3)no2)cc1 (stereo unspecified)	-13	10	0.9	11	-33	1.3	0.8	5	-4
COc1cccc(C2=NOC(C(=O)Nc3cc(C)nn3-c3ccccc3)C2)c1OC (stereo unspecified)	-20	29	0.8	4	-14	1.1	1.2	16	3
O=c1[nH]c2ccc(Cl)cc2c(O)c1-c1ccccc1	-2	-1	1	0	9	0.9	1.1	2	-10
CN1CCCN(C(=O)c2ccc(Cl)c(S(=O)(=O)N(C)c3ccccc3)c2)CC1	36	0	1.1	5	30	0.7	1.2	-10	3
CSc1nc2nccc(-c3ccc(Oc4ccccc4)cc3)n2n1	7	12	0.5	9	56*	0.4	1.3	51*	-1
Cc1cc(C)n2nc(NCc3ccccc3)nc2n1	-9	14	1.1	6	-7	1.1	1	-10	2
C=CCn1c(SCc2ccccc2)nc(O)cc1=O	-13	-5	0.9	1	19	0.8	1.6	6	-4
CN1CCN(CCCNC(=O)c2ccc(CS(=O)(=O)c3ccc(Br)cc3)o2)CC1	-14	-16	1.1	-1	-1	1	1.1	-6	-7
CCCOc1ccc(NC(=O)CC2C(=O)N(C)C(=S)N2Cc2cccs2)cc1 (stereo unspecified)	-5	-8	nt	7	nt	nt	nt	nt	-8
COCCN(CC(=O)NCc1ccc2c(c1)OCO2)C(=O)CCC(=O)Nc1nccs1	12	-1	nt	5	nt	nt	nt	nt	-3
CCCc1cc(=O)[nH]c(SCC(=O)N2CCN(c3ccc(F)cc3)CC2)n1	-5	-4	1	4	-8	1.1	1.3	-4	1
CC(C)(C)OC(=O)N1CCC[C@H]1c1nnc(SCc2c(Cl)cccc2Cl)o1	-8	-8	0.3	5	78*	0.2	1.7	71*	-4
CCCN(CCC)C(=O)c1cc(-c2ccc3c(c2)OCO3)nc2ccccc12	-2	5	0	9	100*	0	1.5	97*	-3
O=c1[nH]cnc2c1cnn2Cc1ccccc1	9	20	0.8	2	9	0.9	1.1	20	-9
Cc1ccc2c(Cl)c(C(=O)NCC3CCCO3)sc2c1 (stereo unspecified)	-8	4	0.7	9	7	0.9	1.2	28	-4
